D1 potentiator: enhances dopamine response at the human D1 receptor. P21728. HEK293 TREx D1 cells, calcium flux, dopamine EC20 potentiation. 360,000 compounds, 0.036% hits. potentiation, % at 10 µM; in the data active means potentiation above about 30%; further: 0% is about no effect
Target sequence (P21728 whole entry, looked up): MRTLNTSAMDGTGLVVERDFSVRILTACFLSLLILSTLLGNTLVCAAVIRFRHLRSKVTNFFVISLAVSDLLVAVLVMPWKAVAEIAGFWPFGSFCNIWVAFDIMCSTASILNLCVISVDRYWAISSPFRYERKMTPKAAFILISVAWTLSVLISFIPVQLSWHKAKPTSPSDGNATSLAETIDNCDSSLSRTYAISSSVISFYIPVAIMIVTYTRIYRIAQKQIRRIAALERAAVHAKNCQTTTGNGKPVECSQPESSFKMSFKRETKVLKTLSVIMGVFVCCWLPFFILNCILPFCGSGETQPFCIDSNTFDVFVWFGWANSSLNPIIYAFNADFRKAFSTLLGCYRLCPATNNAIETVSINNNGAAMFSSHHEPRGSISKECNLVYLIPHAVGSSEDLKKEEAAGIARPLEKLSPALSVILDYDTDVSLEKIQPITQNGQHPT
D1 antagonist: antagonists of human D1 dopamine receptor; 360,000 compounds, 3.2% hits; activity change, negative = inhibition, % at 10 µM; P21728; HEK293 TREx D1 cells, calcium flux, dopamine EC80; active compounds read low; AID 504652; in the data active means activity change below about -30%; further: on the % scale 0 is the no-effect control and ±100 the full control effect
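Using tetracycline-induced force-coupled D1 Hek293 cells and a calcium dye, signals were followed for 180 s after compound, then for 180 s after EC80 dopamine, to detect inhibitors.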
Vif-A3G inh: Vif-A3G binding inhibition. Q9HC16. Potency, µM (highest dose often 46.1 µM), inactives show at the top dose activity, negative = active, hits mostly inhibitors. HeLa A3G-eYFP + Vif (tagged APOBEC3G with the HIV-1 protein that degrades it), YFP fluorescence, overnight. 410,000 compounds, 0.076% hits;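 further: potency means the concentration at half of the fitted maximal effect; on the % scale 0 is the no-effect control and ±100 the full control effect; nearly all actives have a fitted effect of over 60% in size; hits raise eYFP signal because A3G escapes Vif-driven loss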
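HeLa cells stably expressing Vif and C-terminally eYFP-tagged A3G, seeded overnight at 37 deg C, then exposed to compound by pintool overnight at 37 deg C. Rise in yellow fluorescence (Ex 488/Em 500-530, Acumen) marks blocked Vif-driven A3G degradation.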
RXFP1 antag: blocks the human relaxin receptor RXFP1 | Q9HBX9 | HEK293-RXFP1, relaxin-stimulated cAMP HTRF, 30 min; active compounds read low | activity change, negative = inhibition, % at 57.5 µM | 350,000 compounds, 0.59% hits;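 active means activity change of -60% or lower, but not beyond a set lower limit; inconclusive means change between -60% and -40%, or beyond the set limit; inactive means change above -40%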; further: on the % scale 0 is the no-effect control and ±100 the full control effect
Vif-APOBEC3F blk: blocks the Vif interaction with APOBEC3F; Potency, µM (doses to about 46.1 µM), for the others: at the top dose activity, negative = active; AID 602313; HeLa A3F-eYFP + Vif (tagged APOBEC3F with the HIV-1 protein that degrades it), YFP fluorescence increase; 390,000 compounds, 0.2% hits; further: potency means the concentration at half of the fitted maximal effect; % of control where 0% means no effect; nearly all actives have a fitted effect of over 65% in size
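HeLa cells stably expressing A3F-eYFP plus Vif, plated and incubated overnight at 37 deg C, then exposed to compounds overnight at 37 deg C. Blocked degradation read as raised yellow fluorescence (Ex 488/Em 500-530).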
Glioma ERSR ind: inducers of ER stress response in human glioma cells; U87-MG GRP78 promoter luciferase reporter, 16 h; Potency, µM, for the others: at the highest dose activation, usual class: activators; 420,000 compounds, 0.02% hits; AID 602332; further: potency means the concentration at half of the fitted maximal effect; series mostly up to about 76 µM; % of control where 0% means no effect; nearly all actives have a fitted effect of over 35% in size
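Stably transfected U87-MG human glioma cells carrying a GRP78-based luminescent sensor were seeded at 1000 cells/well, pin-dosed with compounds and incubated 16 h. Luciferase reagent was then added, and end-point luminescence was read after 10 min at room temperature.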
D2 PAM: positive allosteric modulators of human D2 dopamine receptor. AID 485347. HEK293 T-REx D2, calcium flux, EC20 dopamine potentiation. potentiation, % at 10 µM. P14416. 340,000 compounds, 0.34% hits;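 active means potentiation over 3 SD above the plate norm, cut at about 30% in these data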; further: 0% is about no effect
Target sequence (P14416 whole entry, looked up): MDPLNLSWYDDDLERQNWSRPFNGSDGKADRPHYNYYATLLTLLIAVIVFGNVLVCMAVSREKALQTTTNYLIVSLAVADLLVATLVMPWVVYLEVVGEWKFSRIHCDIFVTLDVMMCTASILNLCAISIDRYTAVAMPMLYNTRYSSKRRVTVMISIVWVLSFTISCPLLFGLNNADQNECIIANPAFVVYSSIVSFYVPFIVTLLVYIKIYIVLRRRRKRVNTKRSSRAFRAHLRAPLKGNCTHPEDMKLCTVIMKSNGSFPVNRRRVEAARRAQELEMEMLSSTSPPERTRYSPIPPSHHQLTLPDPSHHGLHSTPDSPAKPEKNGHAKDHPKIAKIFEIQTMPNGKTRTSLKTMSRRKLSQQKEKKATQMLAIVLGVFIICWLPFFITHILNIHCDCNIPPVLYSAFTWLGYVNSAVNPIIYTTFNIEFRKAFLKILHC
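Cells plated with tetracycline inducer and held overnight at 30 C; calcium dye loaded 30–90 min at room temperature; baseline taken, compound added and read 180 s; EC20 dopamine then added and read 180 s.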
D1 ag: agonists of human D1 dopamine receptor; HEK293 T-REx D1 cells, calcium flux, agonist mode; activation, % at 2 µM; 360,000 compounds, 1% hits; in the data active means activation above about 30%; further: 0% is about no effect
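Inducible HEK293 T-REx D1 cells, force-coupled to calcium signalling, were plated at 4000 cells/well with tetracycline and held overnight at 30 C. After no-wash calcium dye loading, compound-evoked calcium rise over 180 s flagged agonists.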
RXFP1 ag: RXFP1 (human) receptor agonism | HEK293T-RXFP1 cAMP TR-FRET, 30 min; response scale: percent of porcine relaxin response, buffer zero | Potency, µM (doses to about 57.5 µM), for the others: at the highest dose activation, most hits filed as activators | 370,000 compounds, 0.3% hits | Q9HBX9 | AID 2676; further: potency means the concentration at half of the fitted maximal effect; on the % scale 0 is the no-effect control and ±100 the full control effect; nearly all actives have a fitted effect of over 60% in size; many of its hits are not listed in these tables
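Agonist response is measured as cAMP accumulation in an RXFP1-transfected HEK293T line under PDE4 inhibition. Values are scaled between buffer-only and 29 nM porcine relaxin, and EC50s come from standard Hill equation fits.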
An asterisk follows results filed as active; ? = inconclusive; . = no result given; & = joins results of further samples. Unless noted, the call rests on the fitted dose curve; in most records, active means well fitted curve in the direction sought with a large enough effect; inconclusive means small, poorly fitted or top-dose-only effect, or another doubt; inactive means no such curve, though single readings can be large; an effect the other way counts as inactive or inconclusive.

Preview:
SMILES	D1 potentiator	D1 antagonist	Vif-A3G inh	RXFP1 antag	Vif-APOBEC3F blk	Glioma ERSR ind	D2 PAM	D1 ag	RXFP1 ag
CCCCCN(C(=O)CCC(=O)OCc1cccc(C(F)(F)F)c1)c1c(N)n(CCCC)c(=O)[nH]c1=O	6	5	2%	-18	-21%	-3%	7	6	-1.1%
C=C(C)COc1ccc2c(C)c(C)c(=O)oc2c1OCC(=C)C	2	42	2%	-17	3%	-1%	4	11	2.7%

This part in full, previewed entries included:
SMILES	D1 potentiator	D1 antagonist	Vif-A3G inh	RXFP1 antag	Vif-APOBEC3F blk	Glioma ERSR ind	D2 PAM	D1 ag	RXFP1 ag
CCCCCN(C(=O)CCC(=O)OCc1cccc(C(F)(F)F)c1)c1c(N)n(CCCC)c(=O)[nH]c1=O	6	5	2%	-18	-21%	-3%	7	6	-1.1%
C=C(C)COc1ccc2c(C)c(C)c(=O)oc2c1OCC(=C)C	2	42	2%	-17	3%	-1%	4	11	2.7%
CCCn1c(N2CCN(Cc3ccc(Cl)cc3)CC2)nc2ccccc21	-3	-3	-1%	-36	-8%	-2%	-25	8	4.3%
CCO[C@@H]1OC(C(=O)Nc2ccccc2)=C[C@H](c2ccc(Br)cc2)[C@H]1CCCO	1	13	0%	.	4%	-1%	-3	-1	-0.7%
Cc1ccccc1Oc1ncnc(N)c1[N+](=O)[O-]	-7	26	-2%	0	-9%	-3%	.	2	1.9%
Cc1cc(NC(=O)c2cc(-c3ccc(OC(C)C)cc3)nc3ccccc23)no1	7	-3	0%	0	3%	6%	30*	0	8.6%
Cc1ccc(-c2onc(C)c2C)cc1S(=O)(=O)N1CCC(C)CC1	-4	-1	4%	-29	0%	-2%	9	9	4.3%
CCCCOc1ccc(Br)cc1/C(C)=N/NC1=NCCN1	-9	-11	?	-20	-20%	-9%	-2	6	1.8%
CCOC(=O)c1c(C)c(C(=O)NCCN2CCOCC2)c(C)n1C	9	11	6%	7	-11%	-4%	-4	2	-1.0%
C[C@H](NC(=O)[C@@H]1CCC(=O)N1Cc1ccco1)c1ccccc1	-4	4	-1%	19	-1%	-4%	10	-1	0.1%
CN(CCOc1ccccc1)C(=O)CNC(=O)c1ccc(C(C)(C)C)cc1	1	5	-1%	8	12%	-1%	-6	1	-1.9%
COc1ccc(NC(=O)Cc2cccs2)c(OC)c1	-2	0	-5%	-15	.	-3%	-1	2	-0.7%
Cc1cccc(C(=O)N2CCC(=O)N(C(COCc3ccc(Cl)cc3)Cc3ccccc3)CC2)c1 (stereo not given)	-3	15	-19%	.	-1%	-2%	-2	0	1.2%
O=C(c1ccccc1)C1C(c2ccccc2)C1[N+](=O)[O-] (stereo not given)	-4	-10	-2%	9	16%	-4%	-9	4	2.9%
NC(=O)[C@@H]1CCCCNc2c(I)cc([N+](=O)[O-])cc2C(=O)N[C@@H](CCC(=O)O)C(=O)N[C@@H](CO)C(=O)N1	-6	17	3%	.	-4%	-3%	.	-1	2.0%
NC(=O)c1oc2ccccc2c1NC(=O)CCc1ccccc1	5	18	-3%	.	-3%	3%	-3	-1	-1.5%
Cc1ccc(N=Cc2ccc[nH]2)c(O)c1	3	3	-10%	0	-11%	1%	7	3	0.7%
Cc1ccc(C)c(NC(=O)Cn2cc(S(=O)(=O)c3ccc(F)cc3)c(=O)c3cc(F)ccc32)c1	-3	-1	-5%	.	-3%	0%	-15	4	?
N=c1n(CCOc2ccccc2)c2ccccc2n1CCN1CCOCC1	6	1	0%	-7	-3%	4%	7	1	0.6%
COC(=O)c1ccccc1NC(=O)N1CCN(C(=O)c2ccco2)CC1	-1	6	0%	-7	1%	-3%	-11	-1	1.5%
COc1ccc(C(=O)Nc2nc3c(s2)CCc2cc(OC)ccc2-3)cc1	3	30	.	-14	.	.	12	-2	-0.1%
CCn1c(=O)n(CC)c2cc(N3CCCC3)c(NC(=O)Nc3cc(C)cc(C)c3)cc21	0	-6	-2%	-18	-6%	-5%	7	40*	0.9%
CCN(CC)S(=O)(=O)c1ccc(Cl)c(NC(=O)c2ccccc2C)c1	-4	11	-15%	5	1%	-5%	-10	3	-2.7%
CCOc1ccc(C2(C)NC(=O)N(CCN(C)C)C2=O)cc1 (stereo not given)	-20	5	1%	-6	-21%	-5%	3	1	0.0%
O=C(Cc1ccccc1[N+](=O)[O-])N1CCN(c2ccccc2F)CC1	-3	-5	3%	5	2%	-2%	11	5	0.0%
CC(=O)c1ccc(NC(=O)CSc2ccc3nnc(CCNS(=O)(=O)c4ccc(C)cc4)n3n2)cc1	-1	-23	-1%	-26	0%	-3%	1	1	-1.3%
CCOc1ccc(-n2cnc3scc(-c4ccc(OC)c(OC)c4)c3c2=O)cc1	-2	-9	-11%	2	8%	-3%	3	3	4.6%
CC(=O)Nc1ccc(S(=O)(=O)N/N=C/c2cccnc2)cc1	-4	3	-3%	-4	-6%	-4%	14	3	-1.5%
O=C(NCc1cccs1)C1CCCN(S(=O)(=O)c2ccc(Br)s2)C1 (stereo not given)	-8	-26	-1%	-16	4%	-1%	-15	1	0.5%
CCOc1ccc(NC(=O)CN(C)CC(=O)Nc2cc(Cl)ccc2C#N)cc1OCC	6	-2	2%	8	-11%	-6%	.	0	1.2%
CCOC(=O)c1c(C)c(C(=O)NCCOC)c(C)n1CC	1	4	0%	14	-2%	-6%	-7	2	0.3%
O=C(NCC(c1ccc2c(c1)OCO2)N1CCN(c2ccccc2)CC1)C(=O)Nc1ccccc1F (stereo not given)	-4	4	-4%	0	2%	-2%	-17	1	1.2%
Cc1c(-c2nsc(NC(=O)c3ccc(Cl)cc3)n2)nnn1-c1ccc(C(C)C)cc1	-1	-15	-8%	-15	-8%	6%	6	5	4.9%
CSc1ccccc1NC(=O)COC(=O)c1ccccc1O	-5	12	-1%	3	8%	1%	-9	5	5.6%
CSc1cc(-c2ccco2)oc1C(=O)c1ccco1	.	.	0%	0	8%	1%	.	.	.
O=C(O)c1cccc2c1Cc1cc(Cl)ccc1-2	.	.	-4%	11	-10%	0%	.	.	.
COc1ccc(C2CC(O)(c3ccccc3)Oc3cc(OC)c(OC)c(OC)c32)cc1 (stereo not given)	-3	-36*	-17%&-19%	.	7%	1%&0%	6	3	6.5%
Cc1cc(C)c(NC(=O)CNC(=O)COC(=O)CN2C(=O)NC3(CCCC3)C2=O)c(C)c1	0	18	0%	-8	4%	-2%	-4	3	-0.4%
Cc1ccc(NC(=O)CCN2CCN(C/C=C/c3ccccc3)CC2)cc1C	-5	-3	2%	-5	2%	-2%	1	28	-0.4%
CCCn1c(CN2CCN(c3ccc(OC)cc3)CC2)nc2c1c(=O)[nH]c(=O)n2C	3	-16	2%	.	4%	-8%	0	0	5.0%
COc1ccc(Br)c2c1-c1nc(NC(=O)c3ccccc3SC)sc1C2	-8	-36*	4%	-4	-3%	-2%	-4	-1	0.8%
CC(NC(=O)Nc1ccc2c(c1)OCO2)c1ccncc1 (stereo not given)	-4	2	-5%	12	3%	0%	-1	1	2.8%
COc1ccc(N2C(=O)N(Cc3ccc(C)cc3)c3ccccc3S2(=O)=O)cc1	-1	-11	0%	3	3%	-5%	4	4	-0.5%
Cc1ccc(NC(=O)OCc2ccccc2S(C)=O)cc1 (stereo not given)	-2	14	6%	-15	-10%	2%	5	3	0.1%
COc1ccc(Nc2ncc3c(n2)CCN(Cc2cc(Br)cs2)C3)c(OC)c1	1	-1	.	-6	.	.	-1	0	0.6%
CC1CN(C(=S)SCC(=O)c2ccc([N+](=O)[O-])cc2)CC(C)O1 (stereo not given)	-5	-1	0%	-14	1%	-1%	8	1	-0.1%
Cc1ccc(C(=O)NCCNc2ccc([N+](=O)[O-])cc2C(F)(F)F)cc1	-11	-18	-20%	-10	-7%	-4%	9	17	2.8%
CCCCc1ccc(/C(C)=N/Nc2cc(N3CCOCC3)nc(C)n2)cc1	-7	-6	4%	-18	-11%	-1%	8	0	0.5%
COc1ccc(C2C(=O)N(C3CCCCC3)CC(=O)N2Cc2ccc3c(c2)OCO3)cc1 (stereo not given)	-7	5	0%	.	-7%	-3%	-8	4	-1.7%
Cc1cccc(OCC(=O)Nc2ccccc2N2CCN(C(=O)C(C)C)CC2)c1C	3	-8	1%	-7	6%	-4%	-12	5	0.6%
CCN(CC)S(=O)(=O)c1cc(C(=O)Nc2ccccc2[N+](=O)[O-])ccc1Cl	-7	-11	?	-22	-14%	19%	7	0	0.2%
CCc1ccc(NC(=O)Cn2nnc(-c3ccc(C)cc3-n3cnnn3)n2)cc1	-1	3	-2%	-12	15%	-4%	6	-1	-0.6%
COc1cc([N+](=O)[O-])cc2cc(C(=O)N3CCCC3)c(=O)oc12	1	7	-7%	-15	-2%	?	-13	0	3.3%
O=C(CN1C(=O)C(c2ccc(F)cc2)=NC12CCCCCC2)Nc1ccccc1Cl	-1	46	3%	-13	-6%	0%	15	19	0.2%
COC(=O)c1ccc(C23CC4(C2)[C@H](CN(Cc2ccc(C(F)(F)F)cc2)[C@@H]4c2ccccc2)C3c2ccccc2)cc1 (stereo not given in full)	0	-3	2%	.	4%	-4%	13	5	-4.3%
Cc1cc(C)c(C#N)c(SCS(=O)Cc2ccccc2)n1 (stereo not given)	-2	11	-4%	16	-1%	-4%	-3	1	5.4%
CN(CC(=O)Nc1cccnc1)S(=O)(=O)c1ccc(Br)cc1	0	2	-2%	-5	1%	-3%	-12	2	-0.5%
CC/C(Cc1ccccc1)=N\NC(=O)c1cc([N+](=O)[O-])cc([N+](=O)[O-])c1	0	-4	-4%	-8	-2%	-4%	-1	2	-1.3%
C[C@H](CO)N1C[C@H](C)[C@@H](CN(C)S(=O)(=O)c2ccc(Oc3ccccc3)cc2)OCc2cn(nn2)CCCC1=O	.	.	-7%	9	-16%	-4%	.	.	.
CC(C)[C@H](NC(=O)c1ccccc1Cl)C(=O)Nc1ccc(S(=O)(=O)Nc2nccs2)cc1	.	.	-5%	7	3%	-1%	.	.	.
COc1ccccc1NC(=O)CSc1nc2c(sc3ccccc32)c(=O)n1CCN(C)C	-5	-3	-27%	-30	?	-4%	.	0	2.4%

An excerpt. The share of hits here may be higher or lower than overall.
